CHT PAM – allosterically activates the human high affinity choline transporter. B-score at 10 µM. 0.49% of 310,000 active. CHT-expressing cells, membrane potential dye, choline EC20; stronger effect = higher value; LV-AA mutant CHT in HEK293 cells. Q9GZV3;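 active means initial fluorescence not abnormally high and integrated response B-score, plate-corrected, over 3 SD above library mean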
Target sequence (Q9GZV3 whole entry, looked up): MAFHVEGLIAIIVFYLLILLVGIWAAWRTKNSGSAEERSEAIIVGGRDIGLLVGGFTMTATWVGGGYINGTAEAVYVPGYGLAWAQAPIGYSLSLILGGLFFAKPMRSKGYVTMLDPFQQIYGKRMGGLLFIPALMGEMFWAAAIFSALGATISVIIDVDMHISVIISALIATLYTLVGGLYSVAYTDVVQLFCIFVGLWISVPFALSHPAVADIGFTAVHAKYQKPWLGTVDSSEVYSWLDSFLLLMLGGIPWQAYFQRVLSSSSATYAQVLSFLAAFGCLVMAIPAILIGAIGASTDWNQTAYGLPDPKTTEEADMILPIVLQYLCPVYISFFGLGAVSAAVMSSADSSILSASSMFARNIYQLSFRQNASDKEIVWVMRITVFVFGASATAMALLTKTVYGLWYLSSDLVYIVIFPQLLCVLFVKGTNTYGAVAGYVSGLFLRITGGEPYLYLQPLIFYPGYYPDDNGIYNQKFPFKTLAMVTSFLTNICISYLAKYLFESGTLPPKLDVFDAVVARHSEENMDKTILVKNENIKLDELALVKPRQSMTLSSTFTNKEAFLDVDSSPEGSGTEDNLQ
OX1R antag – blocks the human orexin 1 receptor. O43613. CHO/OX1R cells, Fluo-8 calcium fluorescence, orexin A. inhibition, % at 5 µM. 0.43% of 330,000 active;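 active means inhibition above its plate's threshold, mean inhibition of all tested compounds on the plate plus 3 SD, cut at about 37% in these data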;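 further: 0% = orexin A challenge wells and 100% = SB-334867-A antagonist wells; not every result past the cut was called active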
Target sequence (O43613 whole entry, looked up): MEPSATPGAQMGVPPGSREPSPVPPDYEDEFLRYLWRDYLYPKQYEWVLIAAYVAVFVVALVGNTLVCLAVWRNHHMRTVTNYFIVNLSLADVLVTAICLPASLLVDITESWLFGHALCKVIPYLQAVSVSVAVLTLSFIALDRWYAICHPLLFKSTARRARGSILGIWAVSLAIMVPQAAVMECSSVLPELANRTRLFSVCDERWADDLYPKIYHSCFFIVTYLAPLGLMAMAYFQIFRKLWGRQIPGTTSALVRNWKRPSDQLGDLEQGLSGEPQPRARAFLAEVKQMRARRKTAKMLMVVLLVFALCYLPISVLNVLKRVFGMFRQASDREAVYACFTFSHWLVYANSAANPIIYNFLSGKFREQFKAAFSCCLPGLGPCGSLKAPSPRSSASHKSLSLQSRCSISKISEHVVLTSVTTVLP
The depositor's hits bear a star; i = inactive; · = not tested or not shown; & = joins results of further samples. An unsorted share of the library; overall some 0.8% were active at least once.

| SMILES | CHT PAM | OX1R antag |
| --- | --- | --- |
| COc1ccc(S(=O)(=O)N2CCOC2CNC(=O)C(=O)NCCc2ccc(S(N)(=O)=O)cc2)cc1 (centres undefined) | i | -18 |
| CCOC(=O)C1CCN(CC(=O)NC(=O)NC2CCCCC2)CC1 | i | -16 |
| S=C(NCc1ccccc1)N1CCN(C(=S)NCc2ccccc2)CC1 | · | -6 |
| CC1=C(CC(=O)O)c2cc(F)ccc2/C1=C/c1ccc(S(C)=O)cc1 (centres undefined) | i | -5 |
| Cc1ccc(-c2n[nH]c(S(C)(=O)=O)c2C#N)cc1 | i | 3 |
| CCn1c(CSc2nncn2-c2ccc(OC)cc2)nc2cc(S(=O)(=O)N(C)C)ccc21 | i | -7 |
| Cc1ccc(NC(=O)CN(C)C(=O)CCC(=O)N2CCOCC2)cc1 | i | 2 |
| COC(=O)c1ccc(-c2noc(CN3C[C@H]4CC[C@H]3C4)n2)cc1 | i | -15 |
| O=C(Nc1cc(Sc2ccccn2)cc([N+](=O)[O-])c1)c1ccc([N+](=O)[O-])cc1 | i | 44* |
| CCOc1ccc(NS(=O)(=O)c2cc(C(=O)N3CCN(C(C)=O)CC3)ccc2Cl)cc1 | i | -8 |
| Oc1ccccc1/C=N/NC(=S)NC1CC2CCC1C2 (centres undefined) | i | -18 |
| COc1ccc(CNC(=O)C/C(C)=N/NC(=O)C(c2ccccc2)c2ccccc2)cc1 | i | -26 |
| CCOC(=O)C1CN(S(=O)(=O)c2ccc(C)cc2)C1 | i | -7 |
| O=C1c2ccncc2C(=O)N1CNc1ccc(Cl)cc1 | i | 2 |
| CC(C)N(Cc1nc(-c2ccc3c(c2)OCO3)no1)CC1CCC(=O)N1 (centres undefined) | i | -11 |
| O=C(O)c1cccc(-n2cccc2/C=C2\NC(=O)N(Cc3ccc(F)cc3)C2=O)c1 | i | 4 |
| CC(C)NC(=O)N(C)C[C@H]1Oc2ccc(NC(=O)C3CC3)cc2C(=O)N([C@H](C)CO)C[C@@H]1C | · | -4 |
| N#C/C(=C\c1c(N2CCCCC2)nc2ccccn2c1=O)S(=O)(=O)c1ccccc1 | i | -20 |
| ClC(Cl)(c1nnnn1-c1ccccc1)c1nnnn1-c1ccccc1 | i | 63* |
| Cc1c(/C(O)=C2/C(=O)C(=O)N(CCN3CCOCC3)C2c2ccccn2)cnn1-c1ccccc1 (centres undefined) | i | -16 |
| CCCC(=O)Nc1cc(-c2nn(C)c(=O)c3ccccc23)ccc1N1CCOCC1 | i | -28 |
| COC(=O)c1ccc(S(=O)(=O)N2CCCN(Cc3ccc(F)cc3)CC2)n1C | i | -25 |
| CC(C)C(=O)Nc1cc(C(F)(F)F)ccc1N1CCOCC1 | i | -3 |
| CN(C)CCCN1C(=O)C2CCc3[nH]c4ccccc4c3C2C1=O (centres undefined) | i | -3 |
| CCOC(=O)c1cnc(-c2cccc(OC)c2)[nH]c1=O | i | -11 |
| NS(=O)(=O)c1ccc(CCNC(=O)[C@@H]2CCCN2S(=O)(=O)c2ccccc2F)cc1 | i | 3 |
| CCOc1c(O)ccc(C2NC(=O)N(C)C(C)=C2C(=O)OC)c1[N+](=O)[O-] (centres undefined) | i | -6 |
| CC1c2ccsc2CCN1S(=O)(=O)c1ccccc1 (centres undefined) | i | -6 |
| COc1ccc(NC(=O)CC2SC(N3CCOCC3)=NC2=O)cc1OC (centres undefined) | · | -16 |
| Cc1c(NC(=O)c2cc3c(s2)CCCC3)c(=O)n(-c2ccccc2)n1C | i | -17 |
| O=C(NCCc1ccccc1C(F)(F)F)C1CCC(=O)N(CCCN2CCCC2=O)C1 (centres undefined) | i | -5 |
| CCCN(CC(=O)Nc1ccccc1C)CC(=O)Nc1ccc(Br)cc1F | i | -46 |
| C[C@H]1CN([C@@H](C)CO)C(=O)Cc2cc(NS(=O)(=O)c3ccc(Cl)cc3)ccc2O[C@@H]1CN(C)C(=O)Nc1cccc2ccccc12 | · | -9 |
| Cc1cc(S(=O)(=O)ON2C(=O)c3ccccc3C2=O)ccc1F | i | 1 |
| CCOC(=O)c1cc2sccc2n1CC(=O)N1CCc2ccccc21 | i | -33 |
| COc1ccc(C)cc1S(=O)(=O)Nc1cc2c3c(c1)CC(=O)N3CCC2 | i | -6 |
| CCOc1ccc(N2C(=O)Nc3ccc(Br)cc3C2(O)C(=O)NC(C)C)cc1 (centres undefined) | i | -5 |
| CCN(CC(=O)N1CCOCC1)S(=O)(=O)c1ccc2ccccc2c1 | i | · |
| CC(=O)Nc1ccc(N2CCC(C)CC2)c([N+](=O)[O-])c1 | i | -11 |
| CC(OC(=O)c1ccc(Cl)c(S(=O)(=O)N2CCOCC2)c1)C(=O)NC1CCCCC1C (centres undefined) | i | -21 |
| Cc1ccc(-c2nc(CS(=O)(=O)CC(=O)NC3CCC(C)CC3)c(C)o2)cc1 (centres undefined) | i | -28 |
| CCOc1ccccc1O[C@H](c1ccccc1)[C@H]1CNCCO1 | i | -24 |
| O=C(c1cc(Cl)ccc1O)N1CCN(S(=O)(=O)c2cccs2)CC1 | i | 6 |
| Cc1onc(-c2c(F)cccc2Cl)c1C(=O)c1ccccc1 | i | -6 |
| Cc1ccc(-c2sc(C)nc2CC(=O)O)cc1 | i | -9 |
| CCn1c(=O)c(=O)n(CC)c2cc(S(=O)(=O)Nc3cc(C)ccc3C)ccc21 | i | -22 |
| CC(OC(=O)c1cccnc1SCc1cc(=O)n2ccccc2n1)c1ccccn1 (centres undefined) | i | -7 |
| COc1cccc(/C=C/C(=O)c2ccc(C)c([N+](=O)[O-])c2)c1 | i | -25 |
| COC(=O)c1cc(-c2c(C)oc3cc(OC(C)C)ccc3c2=O)c(C)o1 | i | -27 |
| CC1CN(C(=O)COC(=O)Cc2ccc(Cl)cc2)CC(C)O1 (centres undefined) | · | 14 |

Profiles as entered above.
Listed for O=C(NCCc1ccccc1C(F)(F)F)C1CCC(=O)N(CCCN2CCCC2=O)C1 (centres undefined) = CHT PAM: i; OX1R antag: -5
Listed for CCCN(CC(=O)Nc1ccccc1C)CC(=O)Nc1ccc(Br)cc1F = CHT PAM: i; OX1R antag: -46

The list continues.
| SMILES | CHT PAM | OX1R antag |
| --- | --- | --- |
| NC(=O)CC(NC(=O)c1ccccc1)c1ccc(NCc2ccc(F)c(F)c2)c([N+](=O)[O-])c1 (centres undefined) | i | 2 |
| Cc1ccc(NC(=O)C2C3C=CC4(CN(Cc5cccnc5)C(=O)C24)O3)cc1F (centres undefined) | i | -3 |
| CCOc1ccccc1NS(=O)(=O)c1cn(C)nc1C | i | -10 |
| O=C(Nc1ccc(Cl)cc1Cl)c1cc2ccccc2o1 | i | -12 |
| O=C(N/N=C/c1cc(Br)cc(Br)c1O)c1cccc(N2CCCC2=O)c1 | i | -12 |
| CCCC(=O)Nc1ccccc1NC(=O)c1ccc(OC)cc1 | i | -18 |
| CCN(C(=O)c1ccc(NC(=O)Cc2ccccc2)cc1)c1ccccc1 | i | · |
| Cc1ccc(C(=O)N/C(=C\c2ccc(-c3cccc([N+](=O)[O-])c3)o2)C(=O)NC(C)(C)C)cc1 | i | 1 |
| OCCC1CN(Cc2cnc(-c3ccccc3)s2)CCN1C1CCCCC1 (centres undefined) | i | -22 |
| O=C(CNS(=O)(=O)c1ccccc1)NCC(=O)N1CCCCC1 | i | 10 |
| COc1cc(S(=O)(=O)n2c(C)nc3ccccc32)ccc1F | i | 4 |
| CCC(=O)NCCc1cc2cc(C)c(C)cc2[nH]c1=O | i | 1 |
| O=[N+]([O-])c1ccccc1CNCCCCCO | i | -1 |
| COc1cccc(/C=N/NC(=O)C(=O)NCc2ccco2)c1OC | i | -18 |
| CCSc1nnc(NC(=O)COc2cccc3ccccc23)s1 | i | -6 |
| Cc1ccsc1C(=O)NCCC(c1ccccc1)c1ccccc1 | i | -16 |
| COC(=O)CCCNc1ncccc1[N+](=O)[O-] | i | -11 |
| Cc1cc(Cl)c(S(=O)(=O)N2CCN(c3cccc(C)c3C)CC2)cc1OCC(N)=O | i | -36 |
| O=C(NCc1cccc(F)c1)c1cccc2c1C(=O)c1ccc(N3CCCC3)cc1S2(=O)=O | · | 9 |
| O=C(COc1ccc(Br)cc1)N1CCN(S(=O)(=O)/C=C/c2ccccc2)CC1 | i | -8 |
| COc1ccc(OC)c(CNC(=O)c2nn(C)c3c2CS(=O)(=O)c2ccccc2-3)c1 | i | -6 |
| CC(CCn1cccn1)NC(=O)CCc1nnc(C2CCCCC2)o1 (centres undefined) | i | -28 |
| O=C1CC(c2ccc(F)cc2)c2cc3c(cc2N1)CCC3 (centres undefined) | i | -30 |
| CC(C)Sc1ncnc2c1oc1ccccc12 | i | -3 |
| CC1CN(C(=O)c2ccc(OC3CCN(Cc4ccccn4)CC3)cc2)CCN1C (centres undefined) | i | -27 |

Structures from the list above containing a cyano group, in the order listed:
| SMILES | CHT PAM | OX1R antag |
| --- | --- | --- |
| Cc1ccc(-c2n[nH]c(S(C)(=O)=O)c2C#N)cc1 | i | 3 |
| N#C/C(=C\c1c(N2CCCCC2)nc2ccccn2c1=O)S(=O)(=O)c1ccccc1 | i | -20 |

Other entries.
| SMILES | CHT PAM | OX1R antag |
| --- | --- | --- |
| CCOc1ccc(CN2CCN(C(=O)c3ccco3)CC2)cc1 | i | -3 |
| CC(=O)c1c(C)nc(Nc2nc(C)c3cc(C)ccc3n2)nc1C | i | -16 |
| CC1=C(C(=O)OC2CCCCCCC2)C(c2cc3c(cc2Br)OCO3)CC(=O)N1 (centres undefined) | i | -24 |
| Cc1n[nH]c(C)c1CCc1nc2c3ccccc3nc(SCC(=O)Nc3ccccc3F)n2n1 | i | -21 |
| O=C(Nc1ccc2oc(-c3ccc(F)cc3)nc2c1)c1ccccc1F | i | -10 |
| COc1ccc(-c2nnc(SCC(=O)c3ccc[nH]3)o2)cc1 | i | -11 |
| Cn1c(N)c(C(=O)COC(=O)CNS(=O)(=O)c2ccc(Cl)c(Cl)c2)c(=O)n(C)c1=O | i | -9 |
| COc1ccc(NC(=O)c2ccco2)cc1S(=O)(=O)N1CCCCC1 | i | -8 |
| COc1ccc(-c2nc(CS(=O)CC(=O)NCc3ccco3)c(C)o2)cc1 (centres undefined) | i | -25 |
| CCCN(CCC)c1ccc(/C=N/NC(=O)CN2CCOCC2)cc1 | i | -28 |
| OC(COc1cccc(OCC(O)CN2CCOCC2)c1)CN1CCOCC1 (centres undefined) | i | -16&-19 |
| Cc1cc(C)n2nc(C)c(-c3ccc(Cl)cc3)c2n1 | i | -22 |
| Cc1ccc(CS(=O)(=O)Cc2ccc(C(=O)NCCCN3CC(C)CC(C)C3)o2)cc1 (centres undefined) | i | 9 |
| COC(=O)c1cnn(-c2ccc(F)cc2F)c1/C=N/NC(N)=S | i | -6 |
| O=C(Nc1nccs1)C(F)(F)C(F)(F)C(F)(F)C(=O)Nc1nccs1 | i | -2 |
| CCOc1ccc(/C=N/NC(=O)C(C)N(c2ccc(OC)cc2)S(C)(=O)=O)cc1OCC (centres undefined) | i | -34 |
| Nc1ccccc1Sc1ccc(C(=O)c2ccccc2C(=O)O)cc1[N+](=O)[O-] | i | -10 |
| CC(=O)c1ccc(N/C=C/C(=O)c2ccc(Br)cc2)cc1 | i | -8 |
| COc1ccc(CCNC(=O)c2[nH]c(C)c(C(C)=O)c2C)cc1 | i | -26 |
| Cc1cc(C)c(NC(=O)C2CCCN2C(=O)NC2CCCCC2)c(C)c1 (centres undefined) | i | -13 |
| CC(C)Nc1nc(NC(C)C)nc(OCCOC(=O)c2ccccc2)n1 | i | -40 |
| CCOc1cccc(CN2CCCC(C(=O)Nc3ccc(-c4ccn[nH]4)cc3)C2)c1O (centres undefined) | i | -28 |
| Cc1ccc(NS(=O)(=O)c2ccc3[nH]c(=O)c(=O)[nH]c3c2)cc1Cl | i | -13 |
| Cc1cccc(Nc2nc(N)nc(CN3CCC(C)CC3)n2)c1C | i | -12 |
| CCC(=O)Nc1ccc(S(=O)(=O)Nc2nccs2)cc1 | i | -3 |
| Cc1ccc(-c2cc(C(=O)O)c3cc(Br)ccc3n2)s1 | i | · |
| O=C(COc1cccc(C(F)(F)F)c1)Nc1nnc(C2CC2)s1 | · | -17 |
| C=CCn1c(C)nnc1SCC(=O)Nc1ccc2c(c1)OCCO2 | · | -3 |
| O=c1[nH]c(C2CCCN(S(=O)(=O)c3ccccc3)C2)nc2c1nnn2Cc1cccc(Cl)c1 (centres undefined) | i | -32 |
| COC(=O)c1ccc(S(=O)(=O)N2CCCCCC2)cc1 | i | -17 |
| O=C(NC1CCCCCCC1)c1ccco1 | i | -10 |
| COc1cc(NS(=O)(=O)c2ccc(N)cc2)ncn1 | i | -6 |
| CC1(C)Cc2c(sc(NC(=O)C(=O)NCCCN3CCOCC3)c2C#N)CO1 | i | -17 |
| CCOC(=O)CNC1CC(=O)N(c2cccc(Cl)c2)C1=O (centres undefined) | i | -2 |
| O=C(NNC(=O)C12CC3CC(CC(Cl)(C3)C1)C2)c1ccncc1 | i | -5 |
| CCOC(=O)C1CCN(C(=O)COc2ccc(Br)cc2Br)CC1 | i | -24 |
| O=C(O)CN1C(=O)/C(=C\c2cccc(OCc3ccc(Cl)cc3)c2)SC1=S | i | 10 |
| CN(C)Cc1c(C(=O)N/N=C/c2ccc(OCc3ccc(F)cc3)cc2)nnn1-c1nonc1N | i | -7 |

Gathered by group, the compounds so far containing bromine
| SMILES | CHT PAM | OX1R antag |
| --- | --- | --- |
| CCCN(CC(=O)Nc1ccccc1C)CC(=O)Nc1ccc(Br)cc1F | i | -46 |
| CCOc1ccc(N2C(=O)Nc3ccc(Br)cc3C2(O)C(=O)NC(C)C)cc1 (centres undefined) | i | -5 |
| O=C(N/N=C/c1cc(Br)cc(Br)c1O)c1cccc(N2CCCC2=O)c1 | i | -12 |
| O=C(COc1ccc(Br)cc1)N1CCN(S(=O)(=O)/C=C/c2ccccc2)CC1 | i | -8 |
| CC1=C(C(=O)OC2CCCCCCC2)C(c2cc3c(cc2Br)OCO3)CC(=O)N1 (centres undefined) | i | -24 |
| CC(=O)c1ccc(N/C=C/C(=O)c2ccc(Br)cc2)cc1 | i | -8 |
| Cc1ccc(-c2cc(C(=O)O)c3cc(Br)ccc3n2)s1 | i | · |
| CCOC(=O)C1CCN(C(=O)COc2ccc(Br)cc2Br)CC1 | i | -24 |
